Source: PubChem BioAssay (National Center for Advancing Translational Sciences (NCATS))
GCN5L2 inh: GCN5L2 (KAT2A) acetyltransferase inhibition | Q92830 | GCN5L2 HAT assay, ThioGlo1 CoA-SH fluorescence | Potency, µM (top dose mostly 58.9 µM), for the others: at the highest dose activity change, negative = inhibition, most hits filed as inhibitors | 0.21% of 390,000 active | AID 504327
Target sequence (Q92830 whole entry, looked up): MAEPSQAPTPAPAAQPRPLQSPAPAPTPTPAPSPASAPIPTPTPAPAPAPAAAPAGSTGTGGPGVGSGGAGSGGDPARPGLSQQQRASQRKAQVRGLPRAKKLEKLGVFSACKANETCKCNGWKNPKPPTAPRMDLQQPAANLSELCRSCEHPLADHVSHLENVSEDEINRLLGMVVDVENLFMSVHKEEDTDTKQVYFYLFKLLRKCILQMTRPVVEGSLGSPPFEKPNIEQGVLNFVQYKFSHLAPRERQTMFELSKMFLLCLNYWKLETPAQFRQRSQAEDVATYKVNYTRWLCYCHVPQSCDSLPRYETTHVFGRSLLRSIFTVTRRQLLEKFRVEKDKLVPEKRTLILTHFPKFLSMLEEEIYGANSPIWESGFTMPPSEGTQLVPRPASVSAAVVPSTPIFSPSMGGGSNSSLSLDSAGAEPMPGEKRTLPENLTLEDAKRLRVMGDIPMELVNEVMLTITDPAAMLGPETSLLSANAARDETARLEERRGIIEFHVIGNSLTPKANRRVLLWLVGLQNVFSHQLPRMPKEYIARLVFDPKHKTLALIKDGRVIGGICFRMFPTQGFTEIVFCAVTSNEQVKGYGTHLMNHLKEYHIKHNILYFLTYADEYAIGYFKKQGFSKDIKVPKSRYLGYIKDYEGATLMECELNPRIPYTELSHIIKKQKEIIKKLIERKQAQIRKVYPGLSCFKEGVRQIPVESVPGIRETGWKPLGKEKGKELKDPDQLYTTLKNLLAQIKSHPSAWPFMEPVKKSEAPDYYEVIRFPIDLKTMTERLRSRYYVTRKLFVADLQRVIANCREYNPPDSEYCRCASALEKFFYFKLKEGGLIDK
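ThioGlo1-coupled HAT assay: 20nM GCN5L2, 70uM acetyl-CoA, 75uM H3(1-25) peptide, pH 7.5. Fluorescence read at 340/540nm at start and after 20 min at room temperature.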
TDP1 cell CPT: DT40-hTDP1 cell growth loss with CPT | chicken DT40 Tdp1-/-;hTDP1 cells + 20 nM CPT, ATP luminescence, 48 h | Potency, µM (titrated, usually from 46.2 µM), inactives show top-dose activity change, negative = growth inhibition, hits mostly inhibitors | 12% of 420,000 active | AID 686979; also: nearly all actives have a fitted effect of over 55% in size
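Cell growth measured by CellTiter-Glo luminescence after a minimum 48 h, 37 C compound exposure with 20 nM CPT in Tdp1-knockout DT40 cells stably expressing hTDP1, seeded 400/well; qHTS titration format.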
TDP1 cell noCPT: qHTS for Inhibitors of human tyrosyl-DNA phosphodiesterase 1 (TDP1): qHTS in cells in absence of CPT | DT40 Tdp1-/- hTDP1 cells, no CPT, ATP luminescence, 48 h | Potency, µM (highest dose often 46.2 µM), without a hit: top-dose activity change, negative = growth inhibition, hits mostly inhibitors | 15% of 420,000 active; also: nearly all actives have a fitted effect of over 55% in size
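Camptothecin absent (DMSO only). Human TDP1-complemented DT40 knockout cells, 400 cells/well, 37 °C for minimum 48 hr; ATP measured via CellTiter-Glo, 30 min dark incubation, luminescence.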
An asterisk follows results filed as active; ? = inconclusive; / = not tested or not shown; & = joins results of further samples. Calls follow the shape of the dose curve; as a rule, active = well fitted curve in the direction sought with a large enough effect; inconclusive = small, poorly fitted or top-dose-only effect, or another doubt; inactive = no such curve, though single readings can be large; an effect the other way counts as inactive or inconclusive. % is scaled to controls: 0 for no effect and ±100 for the full control effect; potency is read from the fitted curve at half-maximal effect. The list is partial, so the mix of outcomes need not match the whole.

Each structure is followed by: TDP1 cell noCPT, GCN5L2 inh, TDP1 cell CPT
(1) O=C1/C(=C\c2ccco2)CCC/C1=C\c1ccco1
→ ?, ?, 16µM*
(2) FC(F)(F)c1cccc(Cc2noc(CN3CCCC3)n2)c1
→ -18%, -18%, 0%
(3) COCCCNc1ncnc2c1cnn2-c1ccc(F)cc1
→ 5.8µM*, -4%, 5.2µM*
(4) CCOc1ccc(N/C=C/C(=O)c2cc(OC)c(OC)c(OC)c2)cc1
→ 6.5µM*, -11%, 15µM*
(5) C=CCN1C(=O)/C(=C\c2ccco2)C(C(=O)OC)=C1C
→ ?, -8%, ?
(6) COc1ccc(NC(=O)c2cc(C3CCCCN3C(=O)c3ccc(Cl)cc3)on2)c(C)c1 (centres undefined)
→ ?, /, ?
(7) Cc1cccc(OCC(=O)NNC(=O)c2cccs2)c1
→ 8%, -2%, 13%
(8) COc1ccc(C2CC(c3ccccc3Br)=NN2c2ccc(S(N)(=O)=O)cc2)cc1 (centres undefined)
→ -16%, -9%, -16%
(9) Cc1cccc(CC(C)NC(=O)c2oc3c(F)cccc3c2C)n1 (centres undefined)
→ 10µM*, -4%, ?
(10) CCOc1ccc(NC(=O)Nc2cc(OCC(F)(F)F)cc(OCC(F)(F)F)c2)cc1
→ 2.9µM*, 3%, 2.9µM*
(11) COc1cc(/C=C/C(=O)OCC(=O)Nc2ccc(C)cc2[N+](=O)[O-])ccc1O
→ ?, 14%, -15%
(12) COC(=O)c1ccc(C2C(C(=O)c3cc4ccccc4o3)=C(O)C(=O)N2CCN2CCOCC2)cc1 (centres undefined)
→ -1%, -21%, -4%
(13) CCN(CC)CCN1C(=O)c2oc3ccccc3c(=O)c2C1c1ccc(F)cc1 (centres undefined)
→ -1%, -1%, -2%
(14) Cn1cccc1C(=O)NNC(=O)COc1ccccc1F
→ 5%, 0%, -3%
(15) CCC(=O)NCc1ccc(-c2nc3ncccc3o2)cc1
→ 7%, 2%, 2%
(16) COc1cccc(-c2ccc(NC(=O)C3CCCN(Cc4cc(C)[nH]n4)C3)cc2)c1 (centres undefined)
→ ?, -25%, ?
(17) CCC1CCCCN1C(=O)C(=O)c1cn(CC(=O)N(CC)CC)c2ccccc12 (centres undefined)
→ 9%, -1%, ?
(18) O=C(O)CC/C(=N\Nc1ccc(Cl)cc1)c1cccs1
→ -14%, -4%, -10%
(19) Cc1ccc(S(=O)(=O)Oc2ccccc2)cc1
→ -2%, /, 6%
(20) CC(C)(C)OC(=O)NN1CC(=O)N2[C@@H](Cc3c([nH]c4ccccc34)C2(C)C)C1=O
→ -26%, -1%, -7%
(21) O=c1cnc2cnc(N3CCNCC3)nc2n1Cc1cccs1
→ -19%, 1%, -4%
(22) Cc1cc(OCCN2CCC(Cc3ccccc3)CC2)ccc1[N+](=O)[O-]
→ ?, -11%, ?
(23) O=C(NCCCc1nc2ccccc2n1Cc1ccccc1F)c1ccco1
→ ?, 1%, ?
(24) Cc1ccccc1N1CC(c2nc3ccccc3n2CCC2CCCCC2)CC1=O (centres undefined)
→ 10µM*, 0%, 13µM*
(25) O=C(NCc1ccco1)c1cccs1
→ ?, -2%, -30%
(26) O=C(NCCc1ccc(Cl)cc1)c1cccnc1
→ -15%, -4%, -1%
(27) CC(=O)c1ccc(NC(=O)C(C)N2CCN(C/C=C/c3ccccc3)CC2)cc1 (centres undefined)
→ ?, -9%, -16%
(28) CN=C(NC#N)NCCSCc1csc(N=C(N)N)n1
→ -20%&-19%, -10%&-7%, 2%&-3%
(29) C[C@@H]1CN([C@H](C)CO)S(=O)(=O)c2ccc(C#C[C@@H](C)O)cc2O[C@@H]1CN(C)Cc1ccc(-c2ccccc2)cc1
→ 6.5µM*, /, 12µM*
(30) Cc1nn(CC(=O)Nc2ccc3c(c2)nc(CN2CCCC2)n3C)c(=O)c2ccccc12
→ -11%, 4%, -10%

A run of entries from further up, for reference:
Each structure is followed by: TDP1 cell noCPT, GCN5L2 inh, TDP1 cell CPT
(1) O=C1/C(=C\c2ccco2)CCC/C1=C\c1ccco1
→ ?, ?, 16µM*
(2) FC(F)(F)c1cccc(Cc2noc(CN3CCCC3)n2)c1
→ -18%, -18%, 0%
(3) COCCCNc1ncnc2c1cnn2-c1ccc(F)cc1
→ 5.8µM*, -4%, 5.2µM*
(4) CCOc1ccc(N/C=C/C(=O)c2cc(OC)c(OC)c(OC)c2)cc1
→ 6.5µM*, -11%, 15µM*
(5) C=CCN1C(=O)/C(=C\c2ccco2)C(C(=O)OC)=C1C
→ ?, -8%, ?
(6) COc1ccc(NC(=O)c2cc(C3CCCCN3C(=O)c3ccc(Cl)cc3)on2)c(C)c1 (centres undefined)
→ ?, /, ?
(7) Cc1cccc(OCC(=O)NNC(=O)c2cccs2)c1
→ 8%, -2%, 13%
(8) COc1ccc(C2CC(c3ccccc3Br)=NN2c2ccc(S(N)(=O)=O)cc2)cc1 (centres undefined)
→ -16%, -9%, -16%
(9) Cc1cccc(CC(C)NC(=O)c2oc3c(F)cccc3c2C)n1 (centres undefined)
→ 10µM*, -4%, ?
(10) CCOc1ccc(NC(=O)Nc2cc(OCC(F)(F)F)cc(OCC(F)(F)F)c2)cc1
→ 2.9µM*, 3%, 2.9µM*
(11) COc1cc(/C=C/C(=O)OCC(=O)Nc2ccc(C)cc2[N+](=O)[O-])ccc1O
→ ?, 14%, -15%
(12) COC(=O)c1ccc(C2C(C(=O)c3cc4ccccc4o3)=C(O)C(=O)N2CCN2CCOCC2)cc1 (centres undefined)
→ -1%, -21%, -4%
(13) CCN(CC)CCN1C(=O)c2oc3ccccc3c(=O)c2C1c1ccc(F)cc1 (centres undefined)
→ -1%, -1%, -2%
(14) Cn1cccc1C(=O)NNC(=O)COc1ccccc1F
→ 5%, 0%, -3%
(15) CCC(=O)NCc1ccc(-c2nc3ncccc3o2)cc1
→ 7%, 2%, 2%
(16) COc1cccc(-c2ccc(NC(=O)C3CCCN(Cc4cc(C)[nH]n4)C3)cc2)c1 (centres undefined)
→ ?, -25%, ?
(17) CCC1CCCCN1C(=O)C(=O)c1cn(CC(=O)N(CC)CC)c2ccccc12 (centres undefined)
→ 9%, -1%, ?
(18) O=C(O)CC/C(=N\Nc1ccc(Cl)cc1)c1cccs1
→ -14%, -4%, -10%

(listing goes on)
Each structure is followed by: TDP1 cell noCPT, GCN5L2 inh, TDP1 cell CPT
(31) O=C(CSC1CC(=O)N(CC(c2ccccc2)c2ccccc2)C1=O)Nc1ccc(Cl)cc1 (centres undefined)
→ ?, -9%, ?
(32) COC(=O)C1CCCN1C(=O)C12CC3CC(CC(C3)C1)C2 (centres undefined)
→ 5%, -1%, -6%
(33) CCCc1cc(C(=O)N(C2CCCCC2)C2CCCCC2)no1
→ 29µM*, -9%, ?
(34) CCOC(=O)c1[nH]c2ccc(C)cc2c1N=C(C)N(C)C
→ 3%, -2%, -8%
(35) Cc1cccc(NC(=O)N2CCC(N3CCN(Cc4ccccc4)C(=O)C3=O)CC2)c1C
→ 12%, -4%, -21%
(36) O=c1cnc2cnc(Oc3cccc(Cl)c3)nc2n1C1CC1
→ -26%, -6%, -8%
(37) CCc1ccc(C(=O)c2cn(CC(=O)Nc3ccc4c(c3)OCO4)c3ccc(F)cc3c2=O)cc1
→ ?, -3%, -25%
(38) N#Cc1c(N)n(CCNC(=O)c2ccccc2)c2nc3ccccc3nc12
→ -8%, -29%, -19%
(39) CC(C)CN1CCN=C1N(C)C
→ -5%, 0%, -5%
(40) FC(F)(F)C(Oc1nc(NC2CCCCC2)nc(N2CCOCC2)n1)C(F)(F)F
→ -10%, 0%, -15%
(41) O=C1C2C3C=CC(C3)C2C(=O)N1Cc1ccccc1 (centres undefined)
→ 2%, -22%, 9%
(42) CC(C)(C)C(=O)Nc1nnc(SCC(=O)Nc2ccc3c(c2)OCO3)s1
→ -3%, -8%, -2%
(43) O=C(Cn1nc(-c2ccco2)ccc1=O)Nc1cc(Cl)ccc1Cl
→ 5%, -2%, 8%
(44) CC(C)CNC(=O)CN1C(=O)NC2(CCCc3ccccc32)C1=O (centres undefined)
→ -11%, 2%, 6%
(45) CCOC(=O)c1c(C)[nH]c(C(=O)CN2CCOCC2)c1C
→ -2%, /, -10%
(46) COc1cccc(CNC(=O)Cn2ncc3c4ccccc4n(Cc4ccccc4)c3c2=O)c1
→ -28%, 1%, -17%
(47) O=C(CSCc1ccc(Br)cc1)Nc1ccc(S(=O)(=O)N2CCCCCC2)cc1
→ ?, -6%, ?
(48) Cc1nc(C(=O)NNC(=O)c2ccccc2Cl)c(C(F)(F)F)o1
→ -19%, 3%, -23%
(49) O=C(Nc1ccc(Cl)cn1)C1CCN(S(=O)(=O)c2cccs2)CC1
→ ?, -6%, ?
(50) COc1ccc(CC(=O)Nc2cccc(-c3nnc(-c4ccc(C)cc4)o3)c2)cc1OC
→ 5.2µM*, -6%, 6.5µM*
(51) Cc1cc(NC(=O)c2cc(CC(C)C)on2)n(-c2ccccc2)n1
→ 1%, 0%, -8%
(52) Cc1cc(C)nc(SCc2ccc(C(=O)N/N=C/c3ccccc3C(=O)O)cc2)n1
→ 5%, -1%, 1%
(53) CC(CCc1ccccc1)NC(=O)C1CC1 (centres undefined)
→ 4%, /, -6%
(54) Cc1nn(C)c2c1c(C(F)(F)F)cc(=O)n2Cc1cccc(Br)c1
→ -1%, -6%, 2%
(55) O=C(CN(c1ccccc1)S(=O)(=O)c1ccc(F)cc1)N1CCCCCC1
→ ?, /, ?
(56) COc1cc(/C=C2/C(=O)N(c3ccc(C(=O)O)cc3)N=C2C)cc(OC)c1O
→ 9%, -13%, 9%
(57) Cc1nn(Cc2ccccc2)c(C)c1/C=N/NC(=O)CNc1cccc(C(F)(F)F)c1
→ ?, -10%, -73%
(58) CCOc1ccc(CCNC(=O)c2nnn(CC(=O)Nc3ccc(OC)cc3)c2N)cc1OCC
→ 19%, 1%, 6%
(59) CCCN1CCC(N(CCc2ccccc2)Cc2ccccc2)CC1
→ ?, -3%, -25%
(60) Cc1ccc(CNC(=O)C2CCCN(c3nn4c(=O)cc(C)nc4s3)C2)cc1 (centres undefined)
→ ?, -8%, 10%
(61) COc1cccc(C(=O)NC(=O)Nc2ccc(-c3cc(C(F)(F)F)nn3-c3ccccc3)cc2)c1
→ ?, -7%, ?
(62) COc1cc(C(=O)Oc2cccnc2)cc(OC)c1OC
→ -15%, -10%, 0%
(63) FC(F)(F)c1ccc(C2[C@H]3CN(Cc4ccc(-c5ccccc5)cc4)[C@H](c4ccccc4)C34CC2(c2ccccc2)C4)cc1 (some centres undefined)
→ ?, 27%, ?
(64) Cn1nnnc1SCC1=C(C(=O)O)N2C(=O)C(NC(=O)C3CC3c3ccccc3)C2SC1 (centres undefined)
→ -15%, -8%, 1%
(65) C=CCSc1nc(N)c(C#N)c(-c2ccc(C)cc2)c1C#N
→ ?, ?, -27%
(66) O=C(NCC1CCCCC1)c1ccc2nc([C@@H]3O[C@H](CO)[C@H](O)[C@H](O)[C@H]3O)[nH]c2c1
→ 22%, /, 10%
(67) Cc1cc(C)cc(OCC(=O)OCC(=O)N2CCc3ccccc32)c1
→ 13%, -11%, -1%
(68) CCOc1ccc(-c2nc(-c3ccccc3)c(-c3ccccc3)[nH]2)cc1OCC
→ 18µM*, -1%, 21µM*
(69) COc1cc(OC)cc(C(=O)NCC(=O)OCC(=O)C(C)(C)C)c1
→ -8%, 0%, -11%
(70) O=C(NCCc1ccc(F)cc1)C(=O)NCC(c1ccco1)S(=O)(=O)c1ccccc1 (centres undefined)
→ -7%, -5%, -2%
(71) CCN(CC(=O)Nc1ccc(NC(C)=O)cc1)C(=O)Cc1ccc(S(=O)(=O)N2CCOCC2)s1
→ 14%, -5%, -26%
(72) Cc1ccc(S(=O)(=O)NC(=O)NCC2CCN(S(=O)(=O)c3ccccc3)CC2)cc1
→ -4%, -3%, 0%
(73) COc1ccc(S(=O)(=O)N2CCOCC2)cc1C(=O)Nc1nc2ccccc2s1
→ -19%, -11%, -25%
(74) COc1ccc(NC(=O)N2CC3(CCNCC3)C2)cc1
→ -23%, -8%, 0%
(75) Cc1n[nH]c(C)c1S(=O)(=O)N(CC(=O)Nc1ccc2c(c1)OCCO2)c1ccc(C(C)C)cc1
→ ?, -1%, -20%
